T cell modulator – T cell immune modulation candidate. 330,000 tested, 0.068% active. 2C CD8+ T cell-vesicle binding, flow cytometry; hits give low values. calls only at 7 µM;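 active = response, share of CD8 T cells binding vesicles, and their 90th percentile fluorescence all below set limits, cut at about 80% in these data, passing the limit was not always enough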
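Test system: purified 2C TCR transgenic mouse naive CD8+ T cells. Probe or stimulus: QL9-peptide-loaded Drosophila micro-vesicles bearing Ld, ICAM-1 and B7-1. Incubation: binding step 1.5 h, 37 °C, antibody labelling 20 min, ice. Measured by: flow cytometry of vesicle-bound cells.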
Dynein cargo inh – dynein cargo transport inhibition. 3617.4 mouse cells, GR-EGFP nuclear translocation imaging; test concentration mostly 20 µM; stimulated with dexamethasone, 1 µM; hits give low values. z-score, hits read low. 220,000 tested, 0.47% active;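 active = plate z-score of nuclear minus cytoplasmic receptor signal below a set negative limit, without overly bright fluorescence or cell loss, cut at about -3.5 in these data, passing the limit was not always enough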;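 note: z-score of nuclear minus cytoplasmic ring GR-EGFP intensity difference per well; some compounds called inactive have numbers as strong as hits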
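Also added – dexamethasone, 1.0 µM final · Buffer or medium – tet-free, stripped-serum medium · Schedule – induction 48 h, compound 1 h, agonist 30 min · Detection – formaldehyde fixation, Hoechst nuclear stain, 10x automated fluorescence imaging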
PMI inhibitors – inhibitors of human PMI, primary screen, biochemical, fluorescence intensity, coupled assay (AID 1209) | purified PMI enzyme, coupled fluorescence intensity; higher % means a stronger effect | one-dose inhibition, % at 20 µM; IC50 in µM for titrated hits | 190,000 tested, 0.42% active; in the data active = inhibition above about 50%;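 note: plate controls were DMSO vehicle for no effect and wells lacking substrate for full effect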
Hep lipid drop – modulators of hepatic lipid droplet formation. AML12 mouse hepatocytes, oleate lipid droplets, BODIPY imaging. inhibition, % at 6.5 µM. 240,000 tested, 0.4% active;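 active = lipid droplet intensity inhibited by at least 50%, with more than 500 cells counted; inconclusive = wells with under 300 cells, treated as cytotoxic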
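Assay system: AML12 mouse liver cells | Compound: 6.5 µM single-point dosing | Schedule: Overnight exposure | Technique: Fluorescence imaging, 20x objective, two fields per well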
Insulin prom up – MIN6 insulin promoter up-regulation; z-score at 5 µM; MIN6 insulin promoter-GFP reporter, high-content imaging; hits give high values; 190,000 tested, 0.3% active;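 active = z-score above 3 at 5 µM with at least 500 cells counted in the well; inconclusive = wells under 500 cells, flagged as cytotoxic or low count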
TNAP activation fold – human TNAP enzyme activators, primary screen, biochemical, luminescent, no phosphate acceptor, uHTS (AID 1001) | purified TNAP, luminescent activation assay, no phosphate acceptor; higher activation fold means a stronger effect | 200,000 tested, 0.03% active | one-dose activation fold at 20 µM; EC50 in µM for titrated hits; in the data active = activation fold from about 3, or a potency from the dose series; inactive = the rest, 99 in 100 with activation fold below about 1.6; note: many of its hits are not listed in these tables
bCat nuc transl – modulators of beta-catenin nuclear translocation; HeLa beta-catenin nuclear translocation, immunofluorescence imaging; nuclear translocation activity, % at 5 µM; 190,000 tested, 0.3% active; AID 1665;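 active = nuclear translocation activity above 50% at 5 µM, with a well cell count of 50 or more; inconclusive = wells under 50 cells across six images, flagged as toxic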;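 note: per-cell ratio of nuclear to cytoplasmic median beta-catenin stain intensity; plate controls were DMSO negative control for no effect and GSK-3 inhibitor IX positive control for full effect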
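Technique: fluorescence imaging of beta-catenin antibody stain plus DAPI / Material: human HeLa cell line / Incubation: compound treatment 24 h, 37°C, 5% CO2 / Read-out basis: % activation of per-cell nuclear versus cytoplasmic median beta-catenin signal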
MT stabilizer – microtubule stabilization, imaging screen | 200,000 tested, 0.83% active | AID 2205 | HeLa tubulin immunostaining HCS, 24 h; share of cells brighter than vehicle mean+2SD | % tubulin-high responders, % at 10 µM;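 active = plate Z-score above 3 for both tubulin-high and condensed-nucleus cell shares, with cell loss under 80%, at 10 µM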;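 note: anti alpha tubulin signal scored within the nucleus-defined area of each cell; some results filed as inactive read as strong as hits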
Myeloid diff 2 – compounds promoting myeloid differentiation. calls only at 10 µM. ER-HoxA9 myeloid progenitors, lysozyme-GFP differentiation, flow cytometry. AID 624256. 360,000 tested, 1% active;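 active = normalized GFP-positive differentiation at or above the plate's own cutoff, the solvent-only control mean plus 3 SD; inconclusive = no clear call, values can overlap the other calls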;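 note: cells exposed to compound for four days before flow analysis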
Dynein cargo inh cytoplasmic EGFP – further read-out of Dynein cargo inh, marked with its call; z-score; measured here: cytoplasmic GR-EGFP intensity; hits give high values
Dynein cargo inh nuclear GR-EGFP – recorded beside Dynein cargo inh, whose call it bears; z-score; measured here: nuclear GR-EGFP intensity;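 lower value marks the stronger effect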
Dynein cargo inh cell count – second read-out of Dynein cargo inh, no call of its own (marks repeat the call); z-score; measured here: cell count per field
Insulin prom up cell count – recorded beside Insulin prom up, whose call it bears; cell count; measured here: cytotoxicity, nuclei count;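 total cells summed across four imaged fields per well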
Hep lipid drop cells 6.5 µM – further read-out of Hep lipid drop, marked with its call; cell count; measured here: cell count, cytotoxicity flag;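 cells counted across two imaged fields per well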
bCat nuc transl cell count 5 µM – also measured in bCat nuc transl; calls as there; cell count; measured here: cell count, cytotoxicity flag
T cell modulator vesicle-bound % – second read-out of T cell modulator, no call of its own (marks repeat the call); double positive events, %; measured here: CD8+ vesicle-bound cell fraction;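 binding gate set so that unloaded-vesicle control wells show 10% double positive cells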
MT stabilizer Hoechst-high % – second read-out of MT stabilizer, no call of its own (marks repeat the call); % Hoechst-high responders; measured here: nuclear condensation Hoechst responders;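 share of cells brighter than vehicle mean plus two SD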
MT stabilizer cytotoxicity % – further read-out of MT stabilizer, marked with its call; toxicity, %; measured here: cytotoxicity by cell density;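 0% = mean cell density of plate MIN control wells and 100% = no cells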
Myeloid diff 2 GFP+ MAC1+ % – further read-out of Myeloid diff 2, marked with its call; GFP+ MAC1+ double positive, %; measured here: differentiation confirmed by MAC1 staining
Starred values were filed as active, the others as inactive; i = inactive; ? = inconclusive; · = not tested or not shown. Rows were taken by chance; about 3% have a hit in one of these screens.

SMILES	T cell modulator	T cell modulator vesicle-bound %	Dynein cargo inh	Dynein cargo inh cytoplasmic EGFP	Dynein cargo inh nuclear GR-EGFP	Dynein cargo inh cell count	PMI inhibitors	Hep lipid drop	Hep lipid drop cells 6.5 µM	Insulin prom up	Insulin prom up cell count	TNAP activation fold	bCat nuc transl	bCat nuc transl cell count 5 µM	MT stabilizer	MT stabilizer Hoechst-high %	MT stabilizer cytotoxicity %	Myeloid diff 2	Myeloid diff 2 GFP+ MAC1+ %
O=P(Cc1cccc[n+]1[O-])(c1ccccc1)c1ccccc1	i	37.7	0.186	-0.0694	0.643	0.051	-17.7%	4.2	721	0.49	1186	1	-2.5	625	3.6	1.9	9.4	i	0.3
C/C(O)=c1/cnc2nc3ccccc3n2c1=O	i	41.2	0.0403	-0.352	0.346	0.208	-22.4%	-7.9	693	-0.04	1093	1.1	-1.0	1076	7.3	2.9	5.5	i	0.1
CCCCNC(=O)CC1SC(=NCC)N(CC)C1=O (stereo not drawn)	i	32.8	1.18	-0.204	0.787	-0.44	14.1%	-2.4	746	0.33	762	1.1	1.4	1195	1.5	0.5	10.4	i	0.6
CN(C)S(=O)(=O)c1cc(C(=O)NCCCn2ccc3ccccc32)ccc1Cl	i	33.0	-0.575	-0.0232	-0.143	0.499	-7.4%	·	·	-0.25	911	1	0.9	1124	2.1	1.9	6.5	i	0.4
COc1cc(C2C(C#N)=C(N)Oc3c2ccc2ccccc32)ccc1OCC(=O)Nc1cccc(C)c1 (stereo not drawn)	i	3.7	-1.02	-0.228	-0.3	1.73	27.7%	29.5	685	0.26	1105	1.1	1.0	1096	5.7	3.3	8.1	i	0.7
COc1ccc(C2NC(c3ccc(OC)cc3)C([N+](=O)[O-])C(C)(C)C2[N+](=O)[O-])cc1 (stereo not drawn)	i	33.2	-0.00131	-0.2	0.534	0.679	13.6%	-0.8	668	-0.05	1616	1	-1.1	999	1.1	1.5	0.2	i	0.7
CCOC(=O)C(=O)Nc1ccccc1C(=O)Nc1ccc(OC)cc1	i	14.9	0.259	-0.0958	0.125	0.0588	3.5%	13.9	779	·	·	1.1	·	·	1.8	1.8	5.9	i	1.6
CSc1nc2n(n1)C(C)C1=C(CCCC1=O)N2 (stereo not drawn)	i	36.0	-0.526	-0.319	-0.113	0.628	-9.2%	22.4	662	0.5	1611	1	0.5	1047	3.1	1.8	6.2	i	0.4
O=C(NCCc1ccccc1)c1cccc([N+](=O)[O-])c1	i	56.1	0.229	0.257	0.415	-0.937	3.8%	27.5	648	-0.32	1197	1.1	-0.3	911	2.4	1.9	4.0	i	0.3
CCOC(=O)c1cc(-c2ccccc2)sc1NC(=O)C(C)Sc1nnnn1C (stereo not drawn)	i	31.1	-0.194	-0.204	-0.146	0.355	7.0%	·	·	-2.26	1180	1.1	-5.5	1077	2.1	2.3	10.5	i	0.5
Cc1c(N=C/C=C2\N(C)c3ccccc3C2(C)C)c(=O)n(-c2ccccc2)n1C	i	37.4	-0.104	-0.189	0.0589	0.485	4.1%	·	·	-1.94	971	1	0.8	1106	2.3	2.3	3.0	i	6.5
Cc1cc2nc3c(nc2cc1C)C(O)=C3O	i	11.5	-0.888	-0.251	-0.0474	1.03	·	-0.9	693	0.42	1082	·	-0.6	1339	·	·	·	i	1.1
CCOC(=O)N1CCN(C(=O)c2ccc(CS(=O)(=O)c3ccc(OC)cc3)o2)CC1	i	32.0	-1.58	-0.0841	-0.634	1	4.9%	1.8	642	-1.23	1835	1.1	0.6	1158	3.1	2.7	4.1	i	1.6
COc1ccc(/C=C(\NC(=O)/C=C/c2ccco2)C(=O)NCCc2nc3ccccc3[nH]2)cc1	i	48.2	1.86	-0.176	1.12	-2.32	16.7%	1.4	655	0.29	994	1.2	-0.2	972	3.2	2.3	11.6	i	0.4
CN1CCN(C2CC(=O)N(Cc3ccc(N4CCCC4=O)cc3)C2=O)CC1 (stereo not drawn)	i	49.1	-0.695	-0.196	-1.09	0.772	6.5%	·	·	0.17	1658	1.1	-0.9	1364	2.4	1.3	8.4	i	0.7
CN(C)c1nc(SCc2ccccc2Cl)nc2c1CCCC2	i	59.6	-0.345	-0.221	-0.694	0.85	12.4%	-4.8	630	-0.2	1843	1.2	-1.0	1169	1.4	1.2	13.7	i	1.5
CC(=O)CCc1oc2ccc([N+](=O)[O-])cc2c1-c1ccc(C)o1	i	66.0	-0.421	0.088	-0.189	0.686	-13.9%	-6.0	729	·	·	1	-0.5	1021	1.8	2.3	3.7	i	0.9
CCN(C(=O)CSc1ncn[nH]1)c1cccc2ccccc12	i	32.7	1.51	-0.121	0.755	-0.462	3.9%	·	·	-0.47	1327	1.1	-0.4	894	2.0	2.4	13.7	i	0.9
N#CC1=C(SCc2ccccc2)NC(=O)C(C#N)C12CCCC2 (stereo not drawn)	i	46.7	-0.437	-0.199	-0.814	1.89	14.1%	3.9	721	1.64	999	1.1	-0.5	1037	3.9	1.9	3.1	i	0.9
C#CCn1cc(/C=N/NC(=O)c2cc3ccccc3o2)c2ccccc21	i	43.6	1.03	-0.104	0.994	-2.07	-2.6%	-1.4	652	-0.1	1290	1	2.5	597	27.3*	23.0*	41.6*	i	0.6
CCCCC(=O)Nc1ccc2c(c1)nc1n2CCN(CCOC)C1	·	·	0.0189	-0.248	-0.28	0.129	·	2.5	689	-0.22	1108	·	0.6	1330	·	·	·	i	0.5
COc1ccc(C(=O)N2CCN(c3ccc([N+](=O)[O-])c(NCCc4ccc(OC)c(OC)c4)c3)CC2)cc1	i	9.3	-0.206	-0.223	-0.0527	0.512	6.9%	-40.1	573	?	·	0.9	1.7	489	2.6	2.0	5.8	?	·
CN(C)c1ccc(N=Cc2nc(-c3ccccc3)oc2OC(=O)c2cccc(Cl)c2)cc1	i	1.3	1.16	8.91	3.3	0.35	-8.2%	0.2	708	-0.02	1363	1	-1.8	1089	2.8	1.8	3.5	i	0.5
O=C(c1nnc(-c2ccccc2)o1)C1CC1	i	64.9	0.534	-0.243	0.542	0.129	-0.5%	24.9	726	0.23	1403	1.1	-2.8	1114	2.1	2.7	9.4	·	·
O=C(COC(=O)CCC1CCCC1)NCc1ccc(Cl)cc1	i	23.6	-0.262	-0.244	-0.158	0.588	-1.3%	-8.5	662	0.09	1133	1.2	-4.0	1178	3.3	2.4	0.8	i	0.8
COc1ccc(CNC(=O)c2ccc(NC(=O)CC3SC(N4CCCC4)=NC3=O)cc2)cc1 (stereo not drawn)	i	40.4	-0.0476	-0.148	-0.0779	0.135	9.1%	·	·	0.05	1697	1.1	-0.8	1346	2.1	1.2	7.9	i	1.2
Oc1ccccc1-c1cc(-c2ccc3c(c2)OCCO3)n[nH]1	i	5.4	-0.639	-0.137	0.402	0.465	8.4%	·	·	-0.21	898	1.1	-2.3	860	5.8	1.9	0.9	i	5.6
O=C(Nc1ccc(Cl)cn1)Nc1ccccc1F	i	23.3	-0.811	-0.249	-0.106	-0.0128	-0.8%	13.4	788	0.04	1173	1.1	-0.9	1183	2.0	1.8	0.3	i	1.0
Cc1ccc(C)c(NC(=O)c2sc(Cl)nc2C)c1	i	7.3	-0.875	-0.272	-0.646	0.897	-0.9%	3.8	676	-0.02	1306	1	-0.3	973	3.9	3.2	2.3	i	0.3
C#CCNC(=O)C1=C[C@@H](c2csc3ccccc23)C[C@@H](OCc2ccc(CO)cc2)O1	i	45.7	-0.197	-0.213	0.181	0.205	14.3%	-20.0	696	-0.62	1208	1	0.7	1107	5.3	1.7	9.2	i	2.3
COCCCNC(=S)N/N=C/c1ccc(O)cc1	i	55.3	0.452	-0.282	-0.0116	0.0213	·	-4.3	743	-0.36	1448	·	-0.6	1054	·	·	·	i	0.9
CCN(CC)S(=O)(=O)c1cccc2nsnc12	i	27.8	-0.369	-0.252	-0.282	0.469	7.8%	0.8	690	-0.19	1695	1.1	-0.6	1039	3.0	1.5	0.3	i	0.3
CCN(CC)CCNC(=O)CS(=O)Cc1nc(-c2ccccc2Cl)oc1C (stereo not drawn)	i	36.3	-0.827	-0.294	-0.256	0.257	9.3%	·	·	0.47	1207	1.1	-1.4	893	4.6	3.9	5.4	i	1.5

2 records picked at random from those above:
SMILES	T cell modulator	T cell modulator vesicle-bound %	Dynein cargo inh	Dynein cargo inh cytoplasmic EGFP	Dynein cargo inh nuclear GR-EGFP	Dynein cargo inh cell count	PMI inhibitors	Hep lipid drop	Hep lipid drop cells 6.5 µM	Insulin prom up	Insulin prom up cell count	TNAP activation fold	bCat nuc transl	bCat nuc transl cell count 5 µM	MT stabilizer	MT stabilizer Hoechst-high %	MT stabilizer cytotoxicity %	Myeloid diff 2	Myeloid diff 2 GFP+ MAC1+ %
C#CCNC(=O)C1=C[C@@H](c2csc3ccccc23)C[C@@H](OCc2ccc(CO)cc2)O1	i	45.7	-0.197	-0.213	0.181	0.205	14.3%	-20.0	696	-0.62	1208	1	0.7	1107	5.3	1.7	9.2	i	2.3
Cc1ccc(C)c(NC(=O)c2sc(Cl)nc2C)c1	i	7.3	-0.875	-0.272	-0.646	0.897	-0.9%	3.8	676	-0.02	1306	1	-0.3	973	3.9	3.2	2.3	i	0.3

Source: PubChem (several laboratories)
